Screening data as filed in PubChem BioAssay.
PG9 binder: binds the HIV-1 gp120 antibody PG9 | 360,000 compounds, 0.43% hits | AID 624416 | TR-FRET gp120-PG9 antibody binding | inhibition, % at 6.7 µM; in the data active = inhibition above about 8.5%
hcDAF12 agonist: activators of H. contortus DAF-12 nuclear receptor | HEK293 hcDAF-12 lit1-tk-luc reporter, luminescence; 0% DMSO, 100% Δ7-dafachronic acid | activation, % at 6.8 µM | 370,000 compounds, 1.4% hits;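 active = activation above the mean of all tested compounds plus 3 SD, cut at about 5.5% in these data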;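 note: 100% = response to 3 µM Δ7-dafachronic acid high control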
DAX1 inh-1: inhibitors of human orphan nuclear receptor DAX1 (NR0B1). P51843. HEK293 Gal4-DAX1 luciferase reporter, luminescence. inhibition, % at 6.75 µM. 340,000 compounds, 0.99% hits. AID 504766;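 active = inhibition above the mean over all tested compounds plus 3 SD, cut at about 4.2% in these data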;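 note: 0% = DAX1-transfected cells with DMSO and 100% = empty-vector control cells with DMSO; inhibition shows as a rise in luminescence from relieved DAX1 repression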
Target sequence (P51843 207-470 limits assumed): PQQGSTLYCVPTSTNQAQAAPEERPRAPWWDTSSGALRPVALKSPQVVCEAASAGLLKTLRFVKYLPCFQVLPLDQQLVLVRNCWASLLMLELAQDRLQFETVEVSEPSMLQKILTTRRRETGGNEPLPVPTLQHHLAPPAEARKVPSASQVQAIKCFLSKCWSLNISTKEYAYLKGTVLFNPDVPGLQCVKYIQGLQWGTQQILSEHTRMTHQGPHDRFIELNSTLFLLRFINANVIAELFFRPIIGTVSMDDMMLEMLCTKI
hgDAF-12 ag: hgDAF-12 agonism, primary luciferase screen; activation, % at 6.8 µM; 370,000 compounds, 1.8% hits; HEK293 GAL4-hgDAF12 UAS-luciferase reporter, agonist luminescence; normalized to butyrate control;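 active = activation above a cutoff set at the mean of all screened compounds plus 3 SD, cut at about 10% in these data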;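 note: 0% = DMSO wells and 100% = sodium butyrate wells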
SMARCA2 activ: SMARCA2 function activation, primary screen. MG213 cells, MMTV-luciferase reporter, dexamethasone, overnight. activation, % at 9.1 µM. 370,000 compounds, 1% hits. AID 652017; in the data active = activation above about 7.8%;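 note: 0% = vehicle wells and 100% = reference activator wells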
FXN GAA850 act: frataxin GAA850 promoter activation; HEK293 lucGAA850 FXN promoter luciferase reporter, 24 h; percent of 10 µM SAHA response; activation, % at 6 µM; 360,000 compounds, 0.56% hits;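 active = activation above the average of all compounds screened plus 3 SD, cutoff fixed separately per campaign, cut at about 7.5% in these data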;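 note: 0% = DMSO wells and 100% = 10 µM SAHA wells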
DAX1 inh-2: blocks DAX1 repression of SF-1 activated StAR promoter; AID 652010; inhibition, % at 6.8 µM; HEK293T StAR-luciferase reporter, SF-1/DAX-1 repression relief; 370,000 compounds, 1.1% hits;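 active = inhibition above the mean over all tested compounds plus 3 SD, cut at about 3.6% in these data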;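 note: 0% = DAX-1 cells with DMSO and 100% = cells lacking DAX-1 with DMSO; higher inhibition means more luminescence from relief of DAX-1 repression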
GC-A act: GC-A (human) enzyme activation; P16066; HEK293 GC-A cells, cGMP TR-FRET, EC30 ANP; 0% at EC30 ANP, 100% saturating ANP; activation, % at 10 µM; 370,000 compounds, 0.14% hits; AID 1671463; in the data active = activation above about 40%
ssDAF12 agonist: activates DAF-12 receptor from parasite S. stercoralis. 370,000 compounds, 1% hits. AID 652126. activation, % at 6.8 µM. HEK293 ssDAF-12/GRIP1 lit1-tk-luc reporter, luminescence; % of 3 µM dafachronic acid response;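 active = activation above the mean over all tested compounds plus 3 SD, cut at about 0.9% in these data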;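 note: 0% = DMSO-only wells and 100% = 3 µM delta7-dafachronic acid wells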
ADAM10 inh: inhibits human ADAM10; recombinant ADAM10, EDANS/DABCYL FRET peptide cleavage, 3 h; inhibition, % at 7 µM; 370,000 compounds, 0.62% hits;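 active = inhibition above a per-campaign cutoff equal to the mean of compounds falling between control-based bounds plus 3 SD, cut at about 20% in these data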;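 note: 0% = DMSO wells while the 100% control is not disclosed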
Target sequence (O14672 214-748 limits assumed): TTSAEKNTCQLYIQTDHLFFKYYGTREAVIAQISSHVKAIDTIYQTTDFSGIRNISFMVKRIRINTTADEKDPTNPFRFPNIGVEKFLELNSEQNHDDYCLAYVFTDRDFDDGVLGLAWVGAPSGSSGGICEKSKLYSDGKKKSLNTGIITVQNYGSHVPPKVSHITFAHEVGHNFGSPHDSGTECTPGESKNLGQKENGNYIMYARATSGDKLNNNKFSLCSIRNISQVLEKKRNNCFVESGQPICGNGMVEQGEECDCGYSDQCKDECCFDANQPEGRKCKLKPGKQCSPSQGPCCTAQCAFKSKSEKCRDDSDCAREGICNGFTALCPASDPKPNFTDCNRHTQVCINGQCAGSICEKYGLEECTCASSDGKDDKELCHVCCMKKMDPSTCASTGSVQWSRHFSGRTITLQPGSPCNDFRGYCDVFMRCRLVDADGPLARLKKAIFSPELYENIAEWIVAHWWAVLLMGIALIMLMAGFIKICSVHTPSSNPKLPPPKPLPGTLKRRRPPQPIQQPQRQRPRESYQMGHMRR
ADAM17 inh: inhibits human ADAM17 | P78536 | recombinant ADAM17, EDANS/DABCYL FRET peptide cleavage | inhibition, % at 6.95 µM | 370,000 compounds, 0.83% hits | AID 720648;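 active = inhibition above the mean of compounds lying between control limits plus 3 SD, set per campaign, cut at about 8.5% in these data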;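 note: 0% = DMSO-only wells as the low control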
* = called active by the depositor. Compounds as they come. Share with any hit: about 6.8%.

What do the screens show for `CCOC(=O)N1CCN(C(=O)CSc2nc3c(cnn3-c3ccc(Cl)cc3)c(=O)[nH]2)CC1`?
PG9 binder: -2.7; hcDAF12 agonist: -0.8; DAX1 inh-1: 0.8; hgDAF-12 ag: 0.0; SMARCA2 activ: 1; FXN GAA850 act: 0.4; DAX1 inh-2: -0.6; GC-A act: -4; ssDAF12 agonist: -0.7; ADAM10 inh: -8; ADAM17 inh: 2

What do the screens show for `O=C(CSc1ncn[nH]1)Nc1ccc(Br)cc1F`?
PG9 binder: -0.3; hcDAF12 agonist: -0.5; DAX1 inh-1: -0.3; hgDAF-12 ag: 1.3; SMARCA2 activ: 2; FXN GAA850 act: -0.8; DAX1 inh-2: -0.2; GC-A act: -2; ssDAF12 agonist: -1.6; ADAM10 inh: 5; ADAM17 inh: 1

What do the screens show for `COc1ccc(N=C2C=CC(=O)O2)cc1`?
PG9 binder: -0.3; hcDAF12 agonist: -2.2; DAX1 inh-1: -0.1; hgDAF-12 ag: 1.3; SMARCA2 activ: -3; FXN GAA850 act: -1.6; DAX1 inh-2: 0.0; GC-A act: 4; ssDAF12 agonist: -0.9; ADAM10 inh: 1; ADAM17 inh: 0

How did CCC(Sc1nc2sc(C(=O)OC)c(C)c2c(=O)n1N)C(=O)NCC1CCCO1 (configuration not stated) do in these assays?
PG9 binder: -0.5; hcDAF12 agonist: -0.6; DAX1 inh-1: 0.5; hgDAF-12 ag: 0.2; SMARCA2 activ: -3; FXN GAA850 act: -4.4; DAX1 inh-2: -1.2; GC-A act: 2; ssDAF12 agonist: -1.3; ADAM10 inh: -9; ADAM17 inh: -7

What do the screens show for `Cc1nn(C(=O)Cn2ccc([N+](=O)[O-])n2)c(C)c1Br`?
PG9 binder: -1.9; hcDAF12 agonist: 1.9; DAX1 inh-1: 0.6; hgDAF-12 ag: 0.3; SMARCA2 activ: -2; FXN GAA850 act: -1.8; DAX1 inh-2: 0.7; GC-A act: 0; ssDAF12 agonist: -1.6; ADAM10 inh: 3; ADAM17 inh: 1

What do the screens show for `O=S(=O)(/C=C/c1ccccc1)N1CCN(c2ccccc2)CC1`?
PG9 binder: -2.0; hcDAF12 agonist: 0.7; DAX1 inh-1: -0.4; hgDAF-12 ag: -0.2; SMARCA2 activ: 3; FXN GAA850 act: 2.2; DAX1 inh-2: 0.3; GC-A act: -19; ssDAF12 agonist: -1.5; ADAM10 inh: 3; ADAM17 inh: 3

What do the screens show for `CS(=O)(=O)c1cccc(C(=O)Nc2ccc(-c3nc4ccccc4[nH]3)cc2)c1`?
PG9 binder: -0.2; hcDAF12 agonist: -2.1; DAX1 inh-1: -1.0; hgDAF-12 ag: -3.2; SMARCA2 activ: 8; FXN GAA850 act: 0.5; DAX1 inh-2: 7.2*; GC-A act: 0; ssDAF12 agonist: -0.8; ADAM10 inh: -205; ADAM17 inh: -98

What do the screens show for `O=C(Cn1c(=O)oc2cc(S(=O)(=O)N3CCCC3)ccc21)Nc1ccc(C(F)(F)F)cc1`?
PG9 binder: 1.3; hcDAF12 agonist: -2.5; DAX1 inh-1: -0.9; hgDAF-12 ag: -2.2; SMARCA2 activ: -7; FXN GAA850 act: -4.8; DAX1 inh-2: -0.3; GC-A act: 1; ssDAF12 agonist: -1.2; ADAM10 inh: -56; ADAM17 inh: -19

Results for CC1c2cc3c(cc2CCN1C(=O)c1cccc(Cl)c1)OCCCO3 (configuration not stated) ?
PG9 binder: -2.4; hcDAF12 agonist: -3.9; DAX1 inh-1: 2.2; hgDAF-12 ag: -1.8; SMARCA2 activ: -1; FXN GAA850 act: -4.4; DAX1 inh-2: -7.9; GC-A act: -5; ssDAF12 agonist: -1.5; ADAM10 inh: -4; ADAM17 inh: 0

What do the screens show for `O=C(Oc1ccc(-c2cnc3ccccc3n2)cc1)c1cc([N+](=O)[O-])ccc1Cl`?
PG9 binder: -0.9; hcDAF12 agonist: -2.1; DAX1 inh-1: -0.3; hgDAF-12 ag: 2.3; SMARCA2 activ: 4; FXN GAA850 act: 0.2; DAX1 inh-2: 0.6; GC-A act: 2; ssDAF12 agonist: -1.1; ADAM10 inh: -2; ADAM17 inh: -2

Results for COc1ccccc1/C=N/NC(=O)NC12CC3CC(CC(C3)C1)C2 ?
PG9 binder: -1.2; hcDAF12 agonist: 2.6; DAX1 inh-1: 2.6; hgDAF-12 ag: -0.6; SMARCA2 activ: -2; FXN GAA850 act: 0.5; DAX1 inh-2: -0.1; GC-A act: 6; ssDAF12 agonist: -0.9; ADAM10 inh: 5; ADAM17 inh: 4

What do the screens show for `COc1ccc(-c2nc(CN3CCN(c4ccccc4OC)CC3)c(C)o2)cc1`?
PG9 binder: -0.9; hcDAF12 agonist: -0.1; DAX1 inh-1: -0.6; hgDAF-12 ag: -2.5; SMARCA2 activ: -4; FXN GAA850 act: 2.9; DAX1 inh-2: 0.3; GC-A act: -2; ssDAF12 agonist: -1.7; ADAM10 inh: 0; ADAM17 inh: -1

How did CC(=O)Nc1ccc(C(=O)N2CCOCC2c2cc(C(=O)NCc3ccccc3)no2)cc1 (configuration not stated) do in these assays?
PG9 binder: -0.2; hcDAF12 agonist: -0.4; hgDAF-12 ag: -1.7; SMARCA2 activ: 0; FXN GAA850 act: -0.2; DAX1 inh-2: -0.7; GC-A act: 1; ssDAF12 agonist: -1.1; ADAM10 inh: -2; ADAM17 inh: 1

Results for O=C(CSc1nnnn1-c1ccccc1)Nc1nsc(-c2ccccc2)n1 ?
PG9 binder: 0.9; hcDAF12 agonist: -0.1; DAX1 inh-1: -0.6; hgDAF-12 ag: -0.5; SMARCA2 activ: -2; FXN GAA850 act: -0.9; DAX1 inh-2: 0.6; GC-A act: 5; ssDAF12 agonist: -0.8; ADAM10 inh: -2; ADAM17 inh: -3

How did CCn1c(=S)sc2c(=O)n(CC(=O)Nc3ccccc3OC)c(C)nc21 do in these assays?
PG9 binder: 1.1; hcDAF12 agonist: -1.6; DAX1 inh-1: 0.9; hgDAF-12 ag: -0.6; SMARCA2 activ: 0; FXN GAA850 act: -0.3; DAX1 inh-2: -1.8; GC-A act: -1; ssDAF12 agonist: -1.2; ADAM10 inh: -13; ADAM17 inh: -7

How did O=c1[nH]cc(-c2ccccc2)c(=O)[nH]1 do in these assays?
PG9 binder: -0.2; hcDAF12 agonist: 2.2; DAX1 inh-1: 0.7; hgDAF-12 ag: -2.3; SMARCA2 activ: 2; FXN GAA850 act: -2.5; DAX1 inh-2: -0.1; GC-A act: 2; ssDAF12 agonist: -1.1; ADAM10 inh: 3; ADAM17 inh: -1

What do the screens show for `CC(NC(=O)Cn1cc(C(=O)C2CC2)c2ccccc21)c1ccccc1` (configuration not stated)?
PG9 binder: -1.7; hcDAF12 agonist: -0.9; DAX1 inh-1: -0.3; hgDAF-12 ag: 0.7; SMARCA2 activ: 0; FXN GAA850 act: -0.3; DAX1 inh-2: -0.4; GC-A act: -8; ssDAF12 agonist: -1.4; ADAM10 inh: 3; ADAM17 inh: -3

Results for O=C(O)[C@H](CSCc1ccccc1)NS(=O)(=O)c1ccc(F)cc1 ?
PG9 binder: -2.4; hcDAF12 agonist: -1.4; DAX1 inh-1: -0.1; hgDAF-12 ag: -1.7; SMARCA2 activ: 4; FXN GAA850 act: 2.9; DAX1 inh-2: -0.2; GC-A act: 0; ssDAF12 agonist: -0.8; ADAM10 inh: 0; ADAM17 inh: 2

What do the screens show for `COc1ccc(NS(=O)(=O)c2cccc3cccnc23)cc1Cl`?
PG9 binder: -0.9; hcDAF12 agonist: -0.4; DAX1 inh-1: -0.3; hgDAF-12 ag: -0.2; SMARCA2 activ: -1; FXN GAA850 act: 2.3; DAX1 inh-2: -0.7; GC-A act: -10; ssDAF12 agonist: -0.7; ADAM10 inh: 5; ADAM17 inh: -2

What do the screens show for `CCOc1ccc(S(=O)(=O)N/N=C(\C)c2ccc3c(c2)OCO3)cc1`?
PG9 binder: -0.1; hcDAF12 agonist: 0.5; DAX1 inh-1: -0.1; hgDAF-12 ag: -2.1; SMARCA2 activ: 1; FXN GAA850 act: 3.2; DAX1 inh-2: -1.4; GC-A act: -1; ssDAF12 agonist: -0.4; ADAM10 inh: -3; ADAM17 inh: 0

Results for CC(C)(C)C(c1nc2ccccc2[nH]1)n1c(-c2ccsc2)nc2ccccc21 (configuration not stated) ?
PG9 binder: 0.7; hcDAF12 agonist: -2.2; hgDAF-12 ag: 1.7; SMARCA2 activ: -3; DAX1 inh-2: -1.5; GC-A act: -20; ssDAF12 agonist: -1.3; ADAM10 inh: 18; ADAM17 inh: 8

What do the screens show for `CC(=O)C[C@H]1c2cc(C(F)(F)F)ccc2S(=O)(=O)N1c1ccccc1`?
PG9 binder: -1.9; hcDAF12 agonist: -0.9; DAX1 inh-1: 0.0; hgDAF-12 ag: -0.1; SMARCA2 activ: 2; FXN GAA850 act: 2.1; DAX1 inh-2: -0.1; GC-A act: 4; ssDAF12 agonist: -1.3; ADAM10 inh: 2; ADAM17 inh: -2

How did CCCCNC(=O)C1(C)CCCCN1C(=O)c1oc2ccccc2c1C (configuration not stated) do in these assays?
PG9 binder: -0.2; hcDAF12 agonist: -2.1; hgDAF-12 ag: -4.2; SMARCA2 activ: -3; FXN GAA850 act: -0.1; DAX1 inh-2: -0.9; GC-A act: 3; ssDAF12 agonist: -1.8; ADAM10 inh: -10; ADAM17 inh: -2

Results for Cc1cccc(C)c1NC(=O)COc1ccc2c(C)c(Cc3ccccc3)c(=O)oc2c1 ?
PG9 binder: 1.0; hcDAF12 agonist: 0.1; DAX1 inh-1: -2.9; hgDAF-12 ag: -0.1; SMARCA2 activ: -2; FXN GAA850 act: 0.1; DAX1 inh-2: -0.3; GC-A act: 3; ssDAF12 agonist: -0.7; ADAM10 inh: -91; ADAM17 inh: -25

What do the screens show for `O=C(CCCN1C(=O)c2ccccc2C1=O)Nc1nccs1`?
PG9 binder: -0.7; hcDAF12 agonist: -0.7; DAX1 inh-1: 0.0; hgDAF-12 ag: 0.1; SMARCA2 activ: 0; FXN GAA850 act: 0.8; DAX1 inh-2: -0.3; GC-A act: -2; ssDAF12 agonist: -1.4; ADAM10 inh: 6; ADAM17 inh: -4

What do the screens show for `O=C1CC(c2ccco2)CC(O)=C1C=NCCN1CCN(C(=O)Nc2ccc(Cl)cc2)CC1` (configuration not stated)?
PG9 binder: 2.3; hcDAF12 agonist: -1.0; DAX1 inh-1: -0.1; hgDAF-12 ag: 0.5; SMARCA2 activ: -2; FXN GAA850 act: 1.6; DAX1 inh-2: 0.3; GC-A act: -1; ssDAF12 agonist: -0.4; ADAM10 inh: -7; ADAM17 inh: -3
